GAA spleen mod – inhibitors or activators of human alpha-glucosidase in spleen homogenate; P10253; human spleen homogenate, 4-MU-alpha-glucoside fluorescence; Potency, µM (titrated, usually from 79.9 µM), inactives show at the highest dose activity change, negative = inhibition, most hits filed as inhibitors; 0.006% of 240,000 active; AID 2112;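 further: 0% = enzyme with vehicle and -100% = no enzyme basal signal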
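Human spleen homogenate (1 ug) with 4-methylumbelliferyl-alpha-D-glucopyranoside (1 mM final) in 50 mM citrate/phosphate pH 5.0, 0.01% Tween-20; 40 min at 37 C. Stopped at pH 10; 4-MU fluorescence Ex 365/Em 440 nm; AC50 by Hill fit.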
RGS12 GoLoco inh – RGS12 GoLoco-Gai1 interaction inhibition. Potency, µM (series often up to 61.6 µM), for inactives: at the highest dose activity, negative = inhibition, hits mostly inhibitors. Gai1:RGS12 GoLoco peptide FP, rhodamine, 10 min. 0.44% of 230,000 active. P63096. AID 880; active means well fitted inhibition curve with a large enough effect, not every such curve was filed as active; inactive means no such curve, though single readings can be large or run the other way; further: on the % scale 0 is the no-effect control and ±100 the full control effect; nearly all actives have a fitted effect of over 30% in size; many of its hits are not listed in these tables
Target sequence (P63096 whole entry, looked up): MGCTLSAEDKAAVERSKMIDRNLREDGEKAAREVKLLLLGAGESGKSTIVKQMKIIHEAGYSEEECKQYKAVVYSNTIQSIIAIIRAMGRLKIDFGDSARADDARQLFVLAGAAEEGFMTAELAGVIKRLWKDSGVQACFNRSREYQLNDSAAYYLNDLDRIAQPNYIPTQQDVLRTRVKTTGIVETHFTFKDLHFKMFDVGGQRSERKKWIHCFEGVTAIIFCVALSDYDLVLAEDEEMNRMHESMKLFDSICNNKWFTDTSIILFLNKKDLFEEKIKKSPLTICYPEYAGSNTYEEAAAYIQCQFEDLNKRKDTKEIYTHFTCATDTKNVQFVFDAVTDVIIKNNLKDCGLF
HttQ103 aggreg – mutant huntingtin aggregation inhibition; PC12 HttQ103-GFP aggregates, Acumen cytometry, 40 h; Potency, µM (titrated, usually from 46.1 µM), for inactives: at the top dose activity change, negative = inhibition, usual class: inhibitors; 1.1% of 220,000 active; AID 1688; further: on the % scale 0 is the no-effect control and ±100 the full control effect; nearly all actives have a fitted effect of over 60% in size
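Read-out: GFP aggregate count by laser scanning cytometer (488 nm excitation, 500-530 nm emission, 1–25 µm objects >6 SD above background). Cells: PC12, inducible HTTex1-Q103-GFP, 100 nM tebufenozide; compounds titrated.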
GAA inh – blocks human lysosomal alpha-glucosidase; Potency, µM (titrated, usually from 76.9 µM), inactives show at the highest dose activity change, negative = inhibition, actives largely listed as inhibitors; purified human GAA, 4-MU-alpha-glucoside fluorescence; P10253; AID 1466; 0.005% of 200,000 active;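 further: plate controls were uninhibited enzyme wells for no effect and no-enzyme background for full effect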
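qHTS format, compound range up to 77 uM. Human lysosomal enzyme at 4 nM, 400 uM 4-MU glucoside substrate, pH 5.0, 20 min room temperature; fluorescence after alkaline stop gives activity normalized to controls.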
IMPase Li cell – IMPase inhibition in cells with lithium potentiation; CHO-M1 cells, IP1 TR-FRET (IP-One), carbachol + lithium; Potency, µM (doses to about 59.4 µM), without a hit: at the top dose activity, negative = IMPase inhibition, actives largely listed as inhibitors; 0.35% of 210,000 active;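 further: IP1 builds up when IMPase is blocked and the TR-FRET signal falls; plate controls were basal vehicle for no effect and high inhibitor control for full effect; nearly all actives have a fitted effect of over 50% in size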
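Lithium-sensitised IP1 accumulation assay; M1-expressing CHO cells treated 30 min at 37C with compound. Competitive antibody detection by time-resolved FRET followed a 10 min room-temperature lysis step.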
GAA glycogen mod – alters human alpha-glucosidase cleavage of glycogen | 0.38% of 300,000 active | Potency, µM (top dose mostly 76.4 µM), inactives show top-dose activity change, negative = inhibition, actives largely listed as inhibitors | AID 2100 | recombinant GAA, glycogen substrate, Amplex Red glucose oxidase fluorescence | P10253;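 further: 0% = full enzyme reaction and -100% = no-enzyme basal signal; the screen sought inhibitors and activators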
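Recombinant human enzyme (4 nM); glycogen substrate; 37 C, 40 min, pH 5.0. Readout: coupled glucose oxidase/Amplex Red fluorescence.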
HTT cytoprotect – protects HTT-Q103 PC12 cells, measured by ATP; PC12 HTT-Q103 induced, cytoprotection, ATP luminescence, 40 h; Potency, µM (doses to about 56.4 µM), without a hit: cytoprotection (ATP increase), usual class: activators; 0.14% of 230,000 active; AID 1471;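 further: % of control where 0% means no effect; nearly all actives have a fitted effect of over 45% in size; toxic huntingtin expression switched on by the ecdysone agonist tebufenozide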
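Rat PC12, Q103 Htt exon1-GFP fusion, ecdysone promoter; tebufenozide inducer 100 nM final; compound titration; qHTS, 1500 cells/well; ATPlite luminescent read.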
Starred values were filed as active, the others as inactive; ? = inconclusive; nt = no result given; [ ] = remark or other dose. Unless noted, the call rests on the fitted dose curve; in most records, active means well fitted curve in the direction sought with a large enough effect; inconclusive means small, poorly fitted or top-dose-only effect, or another doubt; inactive means no such curve, though single readings can be large; an effect the other way counts as inactive or inconclusive. Potency means the concentration at half of the fitted maximal effect. The list is partial, so the mix of outcomes need not match the whole.

Values in the order – GAA glycogen mod	IMPase Li cell	HttQ103 aggreg	HTT cytoprotect	GAA spleen mod	RGS12 GoLoco inh	GAA inh
1. CC(Cc1cccnc1)NC(=O)CCc1nnc(-c2ccccc2)o1 (stereo not drawn)
 : -7%	7%	-5%[9.22 µM]	0%[10 µM]	-21%	-9%	-11%
2. COc1cc(/C=C/C(=O)O)cc(S(=O)(=O)Nc2ccccc2SC)c1OC
 : 5%	7%	16%	4%[10 µM]	6%	0%	4%
3. CCN(CC)C(=O)c1cnn(-c2ccccc2)c1NC(=O)c1cccs1
 : 2%	10%	-27%	-7%[10 µM]	3%	9%	1%
4. CC(Sc1nnc(C(F)(F)F)n1C)C(=O)NC(N)=O (stereo not drawn)
 : 4%	1%[38.3 µM]	4%	1%	-12%	6%	2%
5. N=C(N=C(N)N)N1CCc2ccccc21
 : 10%	10%	4%[9.22 µM]	12%[10 µM]	4%	-3%	3%
6. COc1cc(OC)c(OC)cc1CN(C)CCc1ccccn1
 : -1%	21%[38.3 µM]	0%	-13%[0.074 µM]	-16%	-11%	5%
7. O=C(Nc1ccccc1)N1CCc2c([nH]c3ccccc23)C1C(F)(F)F (stereo not drawn)
 : 4%	nt	1%[9.22 µM]	0%[10 µM]	2%	-5%	-7%
8. Oc1ccc(/C=N/Nc2ncc(Br)cn2)c(O)c1
 : 28µM*	5%	13µM*	36%[10 µM]	8%	0%	-9%
9. Cc1ccc(Nc2nc(-c3ccncc3)nc3ccccc23)cc1
 : 2%	nt	1%[9.22 µM]	9%[10 µM]	1%	4%	6%
10. Cc1nnc(SCC(=O)NCCOc2ccc(Cl)cc2)n1-c1ccccc1
 : 6%	8%[38.3 µM]	11%	-4%	1%	-13%	-2%
11. CC(=O)Nc1ccc(S(=O)(=O)NC2(C(F)(F)F)C(=O)Nc3c2c(=O)[nH]c(=O)n3Cc2cccnc2)cc1 (stereo not drawn)
 : 18%	-4%	-2%[9.22 µM]	2%[10 µM]	-1%	2%	-5%
12. CC(C)(C)c1ccc(-c2nnc(SCCN3C(=O)c4ccccc4C3=O)o2)cc1
 : -5%	18%[38.3 µM]	-11%	-65%[inhibitor]	4%	0%	-13%
13. CCOC(=O)CC(=O)CSc1nc(C)cc(C)c1C#N
 : -3%	-4%	?	-16%[10 µM]	-5%	2%	2%
14. NNC(=O)c1nn(-c2ccc(Cl)cc2)ccc1=O
 : -10%	2%[38.3 µM]	-1%	1%	0%	10%	-8%
15. Cc1ccc(CN2CCN(/N=C/c3cccnc3)CC2)cc1
 : -19%	-5%	3%	27%[10 µM]	2%	8%	-4%

Exported screen by screen: part of the list above.
#7 O=C(Nc1ccccc1)N1CCc2c([nH]c3ccccc23)C1C(F)(F)F (stereo not drawn)
#8 Oc1ccc(/C=N/Nc2ncc(Br)cn2)c(O)c1
#9 Cc1ccc(Nc2nc(-c3ccncc3)nc3ccccc23)cc1
#10 Cc1nnc(SCC(=O)NCCOc2ccc(Cl)cc2)n1-c1ccccc1
#11 CC(=O)Nc1ccc(S(=O)(=O)NC2(C(F)(F)F)C(=O)Nc3c2c(=O)[nH]c(=O)n3Cc2cccnc2)cc1 (stereo not drawn)
#12 CC(C)(C)c1ccc(-c2nnc(SCCN3C(=O)c4ccccc4C3=O)o2)cc1
#13 CCOC(=O)CC(=O)CSc1nc(C)cc(C)c1C#N
#14 NNC(=O)c1nn(-c2ccc(Cl)cc2)ccc1=O
entry no. | 7 | 8 | 9 | 10 | 11 | 12 | 13 | 14
GAA glycogen mod | 4% | 28µM* | 2% | 6% | 18% | -5% | -3% | -10%
IMPase Li cell | nt | 5% | nt | 8%[38.3 µM] | -4% | 18%[38.3 µM] | -4% | 2%[38.3 µM]
HttQ103 aggreg | 1%[9.22 µM] | 13µM* | 1%[9.22 µM] | 11% | -2%[9.22 µM] | -11% | ? | -1%
HTT cytoprotect | 0%[10 µM] | 36%[10 µM] | 9%[10 µM] | -4% | 2%[10 µM] | -65%[inhibitor] | -16%[10 µM] | 1%
GAA spleen mod | 2% | 8% | 1% | 1% | -1% | 4% | -5% | 0%
RGS12 GoLoco inh | -5% | 0% | 4% | -13% | 2% | 0% | 2% | 10%
GAA inh | -7% | -9% | 6% | -2% | -5% | -13% | 2% | -8%

#15 Cc1ccc(CN2CCN(/N=C/c3cccnc3)CC2)cc1
entry no. | 15
GAA glycogen mod | -19%
IMPase Li cell | -5%
HttQ103 aggreg | 3%
HTT cytoprotect | 27%[10 µM]
GAA spleen mod | 2%
RGS12 GoLoco inh | 8%
GAA inh | -4%

(continued)
Values in the order – GAA glycogen mod	IMPase Li cell	HttQ103 aggreg	HTT cytoprotect	GAA spleen mod	RGS12 GoLoco inh	GAA inh
16. CN1C(=O)/C(=C\C(=O)c2cccs2)c2ccccc21
 : -6%	14%	12%[9.22 µM]	-29%	6%	-4%	4%
17. CC(C)C/C=C1\CCc2c([nH]c3ccccc23)C1=O
 : -17%	0%	2%	-36%	3%	-1%	-1%
18. CCOC(=O)CNc1c(-c2ccc(O)cc2)nc2ccccn12
 : 35µM*	-10%[38.3 µM]	3%	9%[10 µM]	4%	-5%	0%
19. Cc1cccc(N2C(=O)CC(Sc3nc(C)c4c(n3)CCCC4)C2=O)c1 (stereo not drawn)
 : 4%	5%	-5%	11%[10 µM]	1%	-2%	-2%
20. Cc1[nH]c(=O)[nH]c(=O)c1S(=O)(=O)N(CC(C)C)CC(C)C
 : 4%	2%	9%	-60%[inhibitor][1.9 µM]	2%	3%	-26%
21. COc1ccc(C(=O)CSc2nnc(NC(=O)C3CC(=O)N(c4cccc(OC)c4)C3)s2)cc1 (stereo not drawn)
 : 0%	-4%	?	-15%[10 µM]	5%	6%	1%
22. Cc1c(Cl)cccc1NC(=S)N1CCOCC1
 : 2%	0%	-6%	21%[10 µM]	0%	18%	-1%
23. O=C(CC1C(=O)OCN1C(=O)OCc1ccccc1)OCC(=O)c1ccccc1 (stereo not drawn)
 : -4%	11%[38.3 µM]	-15%	-11%	10%	1%	-6%
24. CN(Cc1cccc(F)c1)CC(O)COCc1ccccc1Cl (stereo not drawn)
 : 2%	6%	2%	-26%	-3%	0%	6%
25. Cc1cc(F)ccc1NC(=O)c1cnccn1
 : 10%	-4%	-17%	16%	3%	4%	3%
26. COC(=O)c1cc(=O)n(CCc2ccccc2)c(=Nc2ccc(F)cc2)s1
 : -2%	40%[activator][38.3 µM]	-19%	-23%[10 µM]	3%	2%	-8%
27. Cc1noc(C)c1S(=O)(=O)N1CCCC(C(=O)Nc2ccc(Cl)cn2)C1 (stereo not drawn)
 : 3%	-13%[38.3 µM]	-2%	?	-4%	1%	5%
28. CC(=O)Nc1nc(-c2cccs2)cs1
 : -3%	0%[38.3 µM]	4%	10%	-5%	-1%	-12%
29. COc1cccc(/C=N/NC(=O)CNC(=O)c2ccc(S(=O)(=O)N3CCOCC3)cc2)c1OC
 : 5%	-12%	-2%	18%[10 µM]	-4%	14%	-9%
30. Fc1ccc(CSc2nsc(SCc3ccc(F)cc3)n2)cc1
 : -3%	44%[activator][38.3 µM]	1%	-5%	8%	-7%	?
31. Cc1c(NC(=O)c2ccc3c(c2)OCO3)cccc1-c1nc2ccccc2s1
 : -3%	0%[38.3 µM]	-5%	-23%	7%	9%	-2%
32. CCOC(=O)Cn1cc([N+](=O)[O-])c(OC)n1
 : 2%	20%[38.3 µM]	18%	9%	0%	-9%	-8%
33. Cc1nn(Cc2ccccc2Cl)c(Cl)c1/C=C/C(=O)OCC(=O)NC1CCS(=O)(=O)C1 (stereo not drawn)
 : 5%	4%	18%	-37%[10 µM]	1%	9%	-9%
34. O=C(Nc1nc(-c2cccs2)c(C(=O)C(F)(F)F)s1)c1ccccc1
 : -7%	-11%	10µM*	nt	5%	4%	-8%
35. Clc1ccccc1OCc1nn[nH]n1
 : nt	nt	5%[9.22 µM]	8%[10 µM]	7%	-5%	nt
36. COc1cc(C2c3cc4c(cc3C(O[C@@H]3OC5COC(c6cccs6)OC5C(O)C3O)C3COC(=O)C23)OCO4)cc(OC)c1O (stereo partly drawn)
 : nt	-2%	2%	-244%[inhibitor]	?	8%	nt
37. Cn1cc(/C=C2\SC(=S)N(NC(=O)c3cccc(Cl)c3)C2=O)c2ccccc21
 : -3%	nt	23%[9.22 µM]	10%[10 µM]	-3%	-42%	nt
38. Cc1ccc(Oc2nc(-c3cccnc3)nc3ccccc23)c([N+](=O)[O-])n1
 : 2%	16%	10%	-1%[10 µM]	-7%	1%	-9%
39. COC(=O)C1CC(O)CN1C(=O)c1ccco1 (stereo not drawn)
 : 6%	-11%	-9%	23%[10 µM]	0%	6%	1%
40. CCSc1nnc(NC(=O)CSc2nncc(=O)n2N)s1
 : -4%	3%	13%	102%	0%	2%	-3%
41. COc1ccc(NS(=O)(=O)c2cccc(Cl)c2Cl)cc1S(=O)(=O)N1CCCCC1
 : -14%	-3%	-24%	2%[10 µM]	-4%	3%	-5%
42. CCOC(=O)c1ccccc1OCc1cc(/C=N/NC(=O)c2cccnc2)ccc1OC
 : 2%	nt	10%[9.22 µM]	-1%[10 µM]	2%	10%	nt
43. C=C(C)COc1ccc(-c2ncncc2Oc2ccc(OC)cc2)c(O)c1
 : -11%	37%[activator][38.3 µM]	?	-4%	-8%	50%[activator]	-6%
44. COc1ccccc1NC(=O)CNC(=O)c1ccccc1
 : -2%	6%[38.3 µM]	10%	1%	-9%	2%	-2%
45. Nc1ccccc1C(=O)NNC1=C(C(=O)C(F)(F)F)CCC1
 : -2%	nt	-26%[9.22 µM]	7%[10 µM]	6%	8%	nt
46. COCCCNc1nc2ccccc2nc1NS(=O)(=O)c1ccc(C)cc1C
 : -4%	nt	15%[9.22 µM]	3%[10 µM]	-1%	3%	nt
47. Cc1ccc(-c2nnc(-c3ccc(Br)cc3)o2)o1
 : -1%	15%[38.3 µM]	-2%	-2%[10 µM]	0%	12%	?
48. Cc1ccc(OCC(=O)NCC(=O)n2nc(C)cc2C)cc1
 : 2%	-4%[38.3 µM]	-11%	-48%[inhibitor]	-20%	0%	7%
49. CN1CCN(C(=O)CCc2nc3ccccc3c(=O)[nH]2)CC1
 : 6%	5%[38.3 µM]	-4%	5%	-2%	2%	-4%
50. CC1(c2ccccc2)NC(=O)N(CC(=O)N2CCOCC2)C1=O (stereo not drawn)
 : -15%	-15%[38.3 µM]	?	-11%[10 µM]	-2%	0%	7%
51. CC(C)=CCN1CCN(Cc2cnc(N3CCOCC3)s2)CC1CCO (stereo not drawn)
 : -1%	1%	18%[9.22 µM]	-8%[10 µM]	5%	4%	11%
52. CC(=C\C(=O)O)/C(=C/c1ccc(C)o1)C(=O)O
 : -1%	-5%	?	nt	-4%	-9%	1%
53. C/C(CC(=O)Nc1cc(Cl)ccc1Cl)=N\NC(=O)c1ccccc1Br
 : -15%	-5%	?	-56%[inhibitor]	nt	1%	-6%
